# GAA glycogen: inhibitors or activators of human alpha-glucosidase glycogen cleavage | P10253 | recombinant GAA, glycogen substrate, Amplex Red glucose oxidase fluorescence | Potency, µM (top dose mostly 76.4 µM), without a hit: top-dose activity change, negative = inhibition, hits mostly inhibitors | 0.38% of 300,000 active;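 further: 0% = full enzyme reaction and -100% = no-enzyme basal signal; the screen sought inhibitors and activators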
#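 Natural-substrate format: glycogen cleavage by 4 nM human enzyme, glucose read by Amplex Red coupling (Ex 573, Em 610 nm). Normalized to enzyme and no-enzyme controls.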
# TRb SRC2 PPI: disrupts binding of human TR beta to SRC2. Potency, µM (series often up to 106 µM), for inactives: top-dose activity change, negative = inhibition, usual class: inhibitors. P10828. AID 1469. 0.065% of 280,000 active. TRbeta-SRC2 peptide binding, fluorescence polarization; receptor liganded with 1 µM T3;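 further: plate controls were bound peptide for no effect and peptide without receptor for full effect; nearly all actives have a fitted effect of over 50% in size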
# Target sequence (P10828 whole entry, looked up): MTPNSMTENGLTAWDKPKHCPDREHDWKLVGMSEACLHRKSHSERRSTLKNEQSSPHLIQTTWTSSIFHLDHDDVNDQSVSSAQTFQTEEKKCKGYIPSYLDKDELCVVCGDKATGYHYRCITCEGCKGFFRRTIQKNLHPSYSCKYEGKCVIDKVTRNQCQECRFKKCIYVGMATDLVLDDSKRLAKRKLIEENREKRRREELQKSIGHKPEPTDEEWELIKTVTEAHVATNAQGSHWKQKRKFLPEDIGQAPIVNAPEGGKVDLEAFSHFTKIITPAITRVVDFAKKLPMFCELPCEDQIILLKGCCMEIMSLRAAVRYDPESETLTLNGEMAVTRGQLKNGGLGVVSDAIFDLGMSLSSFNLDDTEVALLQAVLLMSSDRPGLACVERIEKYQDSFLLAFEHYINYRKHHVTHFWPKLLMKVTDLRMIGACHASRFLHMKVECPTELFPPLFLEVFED
#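 Compounds were added to 0.6 uM TRb ligand-binding domain and 20 nM Texas Red-labeled SRC2 peptide in Tris buffer containing 1 uM T3, incubated 5 hr at ambient temperature, then read by fluorescence polarization.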
# RECQ1 inh: blocks DNA unwinding by human RECQ1; 0.54% of 240,000 active; RECQ1 DNA unwinding, red fluorescence kinetic read; P46063; Potency, µM (highest dose often 57.3 µM), without a hit: at the highest dose activity, negative = inhibition, most hits filed as inhibitors;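 further: plate controls were vehicle for no effect and no enzyme for full effect; nearly all actives have a fitted effect of over 30% in size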
#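 RECQ1T1 50 nM; forked duplex (20 bp + 30-nt ss tails) 200 nM, ATP 2 mM final; pH 8.0, 2 mM MgCl2, 2.5 ug/ml poly(dI-dC); 15 min compound preincubation; discontinuous kinetic read over 2 h at RT.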
# L3MBTL1 block: blocks human L3MBTL1 | 0.66% of 230,000 active | Potency, µM (highest dose often 57.1 µM), without a hit: at the top dose activity, negative = inhibition, usual class: inhibitors | Q9Y468 | AlphaScreen L3MBTL1–H3K9me1 peptide binding; further: nearly all actives have a fitted effect of over 60% in size
#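 Displacement of a biotinylated histone H3(1-15) peptide monomethylated at Lys9 (75 nM) from L3MBTL1 (50 nM) was measured by AlphaScreen after a 30 min room-temperature compound incubation; cefsulodin titration served as intraplate control.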
# GoLoco inh red: blocks human Gai1 binding to RGS12 GoLoco peptide, red readout; Potency, µM (top dose mostly 61.6 µM), for inactives: top-dose activity, negative = inhibition, hits mostly inhibitors; P63096; Gai1:RGS12 GoLoco peptide FP, rhodamine, 10 min; 0.44% of 230,000 active; active means well fitted inhibition curve with a large enough effect, not every such curve was filed as active; inactive means no such curve, though single readings can be large or run the other way; further: nearly all actives have a fitted effect of over 30% in size; many of its hits are not listed in these tables
# Target sequence (P63096 whole entry, looked up): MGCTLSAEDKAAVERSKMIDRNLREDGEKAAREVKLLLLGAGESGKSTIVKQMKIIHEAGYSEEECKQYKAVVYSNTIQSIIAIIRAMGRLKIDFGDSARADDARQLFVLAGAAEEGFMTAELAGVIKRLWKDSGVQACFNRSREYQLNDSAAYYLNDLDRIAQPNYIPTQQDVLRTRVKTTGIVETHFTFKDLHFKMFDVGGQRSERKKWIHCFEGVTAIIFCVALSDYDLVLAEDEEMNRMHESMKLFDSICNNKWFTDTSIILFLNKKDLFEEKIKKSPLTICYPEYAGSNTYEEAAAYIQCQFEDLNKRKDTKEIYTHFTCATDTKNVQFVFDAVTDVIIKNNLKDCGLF
# TR SRC2 fluor cs: counter-screen for TRb-SRC2 inhibitors: fluorescence interference | TRb/SRC2 Texas Red total fluorescence interference | Potency, µM (titrated, usually from 106 µM), inactives show at the highest dose fluorescence change, negative = quenching | 0.29% of 280,000 active | AID 1479; active means well fitted curve in either direction with a large enough effect; inconclusive means small, poorly fitted or top-dose-only effect
#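 Human TRb ligand-binding domain at 0.6 uM with 20 nM Texas Red SRC2 peptide in Tris buffer containing 1 uM T3 and 5% DMSO, incubated with compound 5 h at ambient temperature. Total fluorescence (555/632 nm) calculated as parallel + 2 × perpendicular.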
# GAA inhib: alpha-glucosidase (human) inhibition; Potency, µM (doses to about 76.9 µM), inactives show at the highest dose activity change, negative = inhibition, usual class: inhibitors; purified human GAA, 4-MU-alpha-glucoside fluorescence; AID 1466; P10253; 0.005% of 200,000 active;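 further: plate controls were uninhibited enzyme wells for no effect and no-enzyme background for full effect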
#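 Enzyme (4 nM final) mixed with compound (up to 77 uM), then 4-MU-alpha-D-pyranoside (400 uM final) added; 20 min at room temperature, pH 5.0. Reaction stopped at pH 10, fluorescence read, AC50 derived by Hill fit.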
# aGlu spleen mod: inhibits or activates alpha-glucosidase in human spleen homogenate. human spleen homogenate, 4-MU-alpha-glucoside fluorescence. Potency, µM (top dose mostly 79.9 µM), inactives show at the highest dose activity change, negative = inhibition, actives largely listed as inhibitors. P10253. 0.006% of 240,000 active;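 further: 0% = enzyme with vehicle and -100% = no enzyme basal signal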
#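 Human spleen homogenate (1 ug) incubated with compounds and 1 mM 4-methylumbelliferyl-alpha-D-glucopyranoside in pH 5.0 citrate/phosphate buffer, 37 C, 40 min. Stopped at pH 10; 4-MU fluorescence (Ex 365/Em 440 nm); AC50 by Hill fit.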
# * marks the source's active call; other numbers are inactive results; i = inactive; ? = inconclusive; / = no result given; [ ] = dose if it differs, or a comment. Unless noted, the call rests on the fitted dose curve; in most records, active means well fitted curve in the direction sought with a large enough effect; inconclusive means small, poorly fitted or top-dose-only effect, or another doubt; inactive means no such curve, though single readings can be large; an effect the other way counts as inactive or inconclusive. Unless noted, on the % scale 0 is the no-effect control and ±100 the full control effect; potency means the concentration at half of the fitted maximal effect. The list is partial (hit frequency here may not be typical).
# Values run as follows: GAA glycogen | TRb SRC2 PPI | RECQ1 inh | L3MBTL1 block | GoLoco inh red | TR SRC2 fluor cs | GAA inhib | aGlu spleen mod
OC1=C(O)c2nc3ccccc3nc21
  3.9% | 2.1% | i | -8.5% | -6.0% | 2.4% | 3.0% | -0.2%
Cc1cc(C)n(-c2nc3ccccc3c(=O)n2OCCOc2ccccc2)n1
  3.9% | -4.9% | i | -7.3% | 8.7% | 0.3% | -3.3% | -4.5%
Cc1ccccc1C(=O)NC1CC2CCC(C1)N2Cc1ccccc1 (stereo not drawn)
  -5.7% | 4.7% | -7.0% | 3.3% | 9.0% | -0.7% | 3.9% | 12.2%
O=c1oc2c(CN3CCCCCC3)c(O)ccc2cc1-c1nc2ccccc2[nH]1
  -2.7% | -0.5% | i | 15.3% | 20.0% | -11.3% | 6.2% | -11.0%
COc1cc(CNC(=O)OCC(C)C)cc(OC)c1OC
  -2.9% | -11.3% | -9.6% | -1.2% | 3.4% | -2.0% | -3.3% | 0.8%
CS(=O)(=O)N1CCCC(C(=O)NCCc2ccccc2)C1 (stereo not drawn)
  6.2% | 6.2% | -12.6% | / | 15.9% | 0.1% | -3.5% | 6.0%
c1coc(CNCCCN2CCOCC2)c1
  3.2% | 0.6% | -4.5% | / | 6.1% | -2.9% | -2.9% | -4.2%
O=C1N/C(=C/c2cccn2-c2ccccc2)C(=O)N1c1cccc(Cl)c1
  3.1% | -7.3%[53 µM] | -3.3% | 6.5% | -1.4% | -1.5%[53 µM] | 4.9% | -4.6%
CN(C)S(=O)(=O)N1CCN(C(=O)N(c2ccccc2)c2ccccc2)CC1
  -0.3% | -23.3% | -4.6% | ? | 5.5% | -2.4% | -6.3% | 2.3%
COc1ccc2c(c1)CCc1c(C(=O)N3CCCC3)noc1-2
  4.5% | -13.3% | i | -2.4% | 6.6% | -1.9% | -2.7% | -5.1%
CC(C)NC(=O)CCn1c(=S)oc2ccccc21
  13.5% | -4.1% | 1.6% | / | 0.2% | -1.1% | -3.8% | 9.8%
Cc1ccc(Oc2nsnc2N2CCOCC2)cc1
  -1.5% | 5.4% | -12.2% | -8.6% | 8.7% | -1.5% | -9.0% | 4.2%
COCc1c(C(N)=O)nnn1-c1nonc1N
  -0.4% | -9.2% | 12.0% | -0.4% | 3.3% | -0.1% | 1.0% | -1.5%
O=C(Cc1ccc(Cl)cc1)Nc1ccccc1Sc1ccccc1
  -1.0% | -3.3% | -8.4% | 58.4%[activator] | 9.5% | -1.6% | -10.4% | -2.3%
CCn1c(SCC(=O)Nc2ccccc2-c2ccccc2)nnc1-c1ccoc1C
  -8.8% | 0.7% | -0.3% | -5.9% | 4.7% | -4.1% | -0.3% | 2.0%
O=C(Nc1ncnc2sc3c(c12)CCCCC3)c1ccc(F)cc1
  -2.6% | -0.2% | -6.9% | / | 19.3% | -0.4% | -0.2% | -7.9%
O=C(NCC1CCCO1)C(c1ccncc1)N(Cc1cccs1)C(=O)CN1C(=O)c2ccccc2S1(=O)=O (stereo not drawn)
  3.9% | 3.8%[53 µM] | -10.7% | -29.4% | 20.6% | 3.5%[53 µM] | 9.1% | -0.3%
C/C(=N\NC(=O)CCn1nnc2ccccc21)c1ccco1
  -4.4% | -10.9% | -5.4% | 6.9% | 4.1% | 0.8% | 1.9% | 0.6%
CCNC(=O)COC(=O)c1ccc(S(=O)(=O)N2CCCCCC2)cc1
  2.3% | 0.6% | -7.6% | -1.7% | 3.5% | 1.1% | 2.5% | -2.1%
C[N+]12CCCCC1C(COC(=O)c1ccc3c(c1)OCO3)CCC2 (stereo not drawn)
  -1.4% | 6.3% | 17.6% | / | -105.3% | -3.4% | -6.7%[15.4 µM] | -5.7%
O=c1c(Oc2ccccc2Br)c(C(F)(F)F)oc2c(CN3CCCC3)c(O)ccc12
  3.6% | -5.4% | -17.9% | 9.9% | 11.0% | -0.5% | -2.4% | -4.0%
CCOC(=O)C1=NN(c2ccc(C)cc2)C2(S1)SC(C(C)=O)=C(C)N2c1ccccc1 (stereo not drawn)
  -10.2% | -4.2% | -29.0% | ? | 5.9% | 2.0% | 2.2% | -3.4%
CCn1c(SCC(=O)NNC(=O)c2ccc(OC)cc2)nnc1-c1ccco1
  19.2% | -7.6% | 11.3% | -23.4% | 15.5% | -3.3% | -2.4% | -2.2%
C#CCNC(=O)C1=C[C@H](C(C)(C)C)C[C@H](OCc2ccc(CO)cc2)O1
  -7.0% | -4.0% | -10.4% | 9.0% | 4.8% | -2.5% | / | 1.7%
O=C(CCn1cnnn1)Nc1ccc(Cl)c(Cl)c1
  -1.3% | 2.6% | i | -12.8% | -3.7% | -0.8% | 8.7% | 1.1%
COCCN1Cc2cccc(C(=O)N3CCN(c4cc(C)ccc4C)CC3)c2C1=O
  16.4% | -7.1% | -14.5% | / | 19.5% | 0.8% | -13.9% | -10.9%
N#Cc1ccccc1NC(=O)CC1c2ccccc2Oc2ccccc21
  8.8% | -4.2% | -10.0% | -9.4% | -5.1% | 5.5% | -2.0% | -6.5%
O=C(O)C1CSC2(CCN(Cc3ccccc3)CC2)N1 (stereo not drawn)
  4.2% | -0.7% | 0.5% | 43.4%[activator] | 1.8% | -6.1% | -3.3% | 3.2%
CN(CCc1cn[nH]c1)Cc1nc(Cc2ccccc2F)no1
  8.9% | -2.6% | i | 5.5% | 4.2% | -0.9% | / | -4.9%
O=C(Nc1cccs1)Nc1c(F)c(F)cc(F)c1F
  ? | 3.4% | -11.6% | -7.2% | -5.5% | 7.3% | ? | -1.4%
COc1ccc(Cn2ccnc2CO)cc1[N+](=O)[O-]
  -8.3% | 0.6% | i | 7.3% | 10.4% | -8.5% | 3.3% | -0.2%
O=C(Nc1cccc2ccccc12)C(=O)C1C(=O)Nc2ccccc21 (stereo not drawn)
  0.4% | 8.7% | 6.0% | / | 6.5% | -2.6% | / | 6.4%
CCS(=O)(=O)c1ccc2c(c1)N(S(=O)(=O)c1ccccc1)CC(C(=O)O)O2 (stereo not drawn)
  3.0% | 6.9% | i | 5.6% | 19.0% | -5.3% | -3.9% | 4.5%
Cc1ccc(CC2S/C(=C(/C#N)C(=O)N3CCOCC3)N(c3ccccc3)C2=O)cc1 (stereo not drawn)
  -5.6% | -3.4% | -3.7% | 0.4% | 1.1% | -2.8% | -2.1% | -5.5%
Cc1cccc([N+](=O)[O-])c1C(=O)O
  / | -8.2% | -0.1% | ? | 5.9% | 0.5% | / | -10.0%
CCn1ncc(-c2cc(C(=O)O)no2)c1C
  11.7% | 0.6% | -13.0% | 0.4% | 7.0% | 4.1% | 1.1% | 2.2%
C/C(=N\NC(=O)c1ccccc1NC(=O)c1ccc(Cl)cc1)c1ccncc1
  -4.0% | 8.4% | -4.9% | / | 4.7% | 1.7% | -4.3% | -19.3%
O=C(NCc1ccco1)C1CC(c2c(Cl)cccc2Cl)=NO1 (stereo not drawn)
  0.5% | 5.0% | -1.8% | -4.2% | 6.1% | -0.6% | ? | -1.6%
Cc1ccc(C(=O)NC(=S)Nc2ccc(Oc3ccc(Cl)cc3)cc2)cc1
  -8.1% | 1.9% | 11.8% | -0.7% | -3.7% | 0.3% | -2.4% | -7.7%
CC(=O)c1cccc(NC(=O)N2CCCC(C(=O)c3cc(F)ccc3F)C2)c1 (stereo not drawn)
  -10.6% | 3.0% | -2.8% | 3.1% | -18.1% | 0.9% | -8.7% | 1.8%

# Structures from the list above containing a COOH group (4):
# Values run as follows: GAA glycogen | TRb SRC2 PPI | RECQ1 inh | L3MBTL1 block | GoLoco inh red | TR SRC2 fluor cs | GAA inhib | aGlu spleen mod
O=C(O)C1CSC2(CCN(Cc3ccccc3)CC2)N1 (stereo not drawn)
  4.2% | -0.7% | 0.5% | 43.4%[activator] | 1.8% | -6.1% | -3.3% | 3.2%
CCS(=O)(=O)c1ccc2c(c1)N(S(=O)(=O)c1ccccc1)CC(C(=O)O)O2 (stereo not drawn)
  3.0% | 6.9% | i | 5.6% | 19.0% | -5.3% | -3.9% | 4.5%
Cc1cccc([N+](=O)[O-])c1C(=O)O
  / | -8.2% | -0.1% | ? | 5.9% | 0.5% | / | -10.0%
CCn1ncc(-c2cc(C(=O)O)no2)c1C
  11.7% | 0.6% | -13.0% | 0.4% | 7.0% | 4.1% | 1.1% | 2.2%

# The list continues:
# Values run as follows: GAA glycogen | TRb SRC2 PPI | RECQ1 inh | L3MBTL1 block | GoLoco inh red | TR SRC2 fluor cs | GAA inhib | aGlu spleen mod
COc1cc(/C=C/C(=O)OCC(=O)NC(=O)NC23CC4CC(CC(C4)C2)C3)ccc1OCC#N
  1.5% | 5.6% | -5.4% | -14.8% | -14.0% | 0.8% | 8.8% | 9.5%
CCSc1nnc(NC(=O)C2CCN(S(=O)(=O)c3ccccc3C(F)(F)F)CC2)s1
  7.3% | 6.2% | 3.8% | 2.6% | -1.2% | -0.2% | -4.5% | 1.5%
CCN(c1ccccc1)S(=O)(=O)c1ccc(Cl)c(NC(=O)CN2C(=O)NC3(CCCC3)C2=O)c1
  -10.7% | 9.2% | -3.0% | / | -0.3% | -0.6% | / | 5.2%
O=C1C(Cl)=C(NS(=O)(=O)c2ccc([N+](=O)[O-])cc2)C(=O)c2ccccc21
  0.0% | 7.4% | 12.4% | / | -3.5% | -2.5% | / | 0.7%
CCOc1cc(S(=O)(=O)NCC2OCCc3ccccc32)c(OCC)cc1-n1cnnn1 (stereo not drawn)
  0.1% | -1.6% | -10.8% | -3.9% | 6.6% | 0.8% | 8.4% | -3.4%

# From PubChem
